RECQ1 helicase – qHTS Assay for Inhibitors of RecQ-Like Dna Helicase 1 (RECQ1) | RECQ1 DNA unwinding, red fluorescence kinetic read | ATP-dependent DNA helicase Q1 (Homo sapiens), P46063 | Potency, µM (titrated, usually from 57.3 µM), inactives show at the top dose activity, negative = inhibition, most hits filed as inhibitors | 240,000 tested, 0.54% active;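 further: plate controls were vehicle for no effect and no enzyme for full effect; nearly all actives have a fitted effect of over 30% in size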
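RECQ1T1 50 nM; forked duplex (20 bp + 30-nt ss tails) 200 nM, ATP 2 mM final; pH 8.0, 2 mM MgCl2, 2.5 ug/ml poly(dI-dC); 15 min compound preincubation; discontinuous kinetic read over 2 h at RT.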
TexasRed fluor – Total Fluorescence Counterscreen for Inhibitors of the Interaction of Thyroid Hormone Receptor and Steroid Receptor Coregulator 2 | TRb/SRC2 Texas Red total fluorescence interference | Potency, µM (top dose mostly 106 µM), for inactives: top-dose fluorescence change, negative = quenching | 280,000 tested, 0.29% active; active means well fitted curve in either direction with a large enough effect; inconclusive means small, poorly fitted or top-dose-only effect
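Human TRβ ligand-binding domain (0.6 uM) and Texas Red SRC2 peptide (20 nM) in Tris buffer with 1 uM T3 and 5% DMSO were incubated with pinned compound for 5 hr at ambient temperature. Total fluorescence was computed as S + 2P (555/632 nm).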
TRb-SRC2 inh – qHTS for Inhibitors of the Interaction of Thyroid Hormone Receptor and Steroid Receptor Coregulator 2; 280,000 tested, 0.065% active; TRbeta-SRC2 peptide binding, fluorescence polarization; receptor liganded with 1 µM T3; Thyroid hormone receptor beta (Homo sapiens), P10828; Potency, µM (titrated, usually from 106 µM), for inactives: at the top dose activity change, negative = inhibition, hits mostly inhibitors;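 further: plate controls were bound peptide for no effect and peptide without receptor for full effect; nearly all actives have a fitted effect of over 50% in size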
Target sequence (P10828 whole entry, looked up): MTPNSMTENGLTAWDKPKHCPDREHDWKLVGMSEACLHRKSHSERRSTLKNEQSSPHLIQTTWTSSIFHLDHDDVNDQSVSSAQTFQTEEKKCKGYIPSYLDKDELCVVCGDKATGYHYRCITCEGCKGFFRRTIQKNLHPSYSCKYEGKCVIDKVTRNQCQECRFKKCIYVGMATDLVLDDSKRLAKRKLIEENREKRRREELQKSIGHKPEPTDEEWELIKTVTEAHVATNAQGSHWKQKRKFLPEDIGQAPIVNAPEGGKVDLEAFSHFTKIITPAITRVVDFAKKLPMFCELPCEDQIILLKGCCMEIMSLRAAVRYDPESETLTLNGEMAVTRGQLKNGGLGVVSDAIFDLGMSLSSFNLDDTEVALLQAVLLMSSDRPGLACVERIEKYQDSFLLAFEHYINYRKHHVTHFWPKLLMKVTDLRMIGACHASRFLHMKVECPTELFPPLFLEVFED
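Assay buffer: 20 mM Tris-HCl, 100 mM NaCl, 10% glycerol, 1 mM EDTA, 0.01% NP-40, 1 mM DTT, 1 uM T3, 5% DMSO; TRb LBD 0.6 uM, Texas Red SRC2 20 nM; FP after 5 hr.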
GoLoco inh red – qHTS Assay for Inhibitors of RGS12 GoLoco Motif Activity (Red Fluorophore); Potency, µM (highest dose often 61.6 µM), inactives show at the highest dose activity, negative = inhibition, hits mostly inhibitors; 230,000 tested, 0.44% active; Gai1:RGS12 GoLoco peptide FP, rhodamine, 10 min; active means well fitted inhibition curve with a large enough effect, not every such curve was filed as active; inactive means no such curve, though single readings can be large or run the other way; further: nearly all actives have a fitted effect of over 30% in size; many of its hits are not listed in these tables
Target sequence (P63096 whole entry, looked up): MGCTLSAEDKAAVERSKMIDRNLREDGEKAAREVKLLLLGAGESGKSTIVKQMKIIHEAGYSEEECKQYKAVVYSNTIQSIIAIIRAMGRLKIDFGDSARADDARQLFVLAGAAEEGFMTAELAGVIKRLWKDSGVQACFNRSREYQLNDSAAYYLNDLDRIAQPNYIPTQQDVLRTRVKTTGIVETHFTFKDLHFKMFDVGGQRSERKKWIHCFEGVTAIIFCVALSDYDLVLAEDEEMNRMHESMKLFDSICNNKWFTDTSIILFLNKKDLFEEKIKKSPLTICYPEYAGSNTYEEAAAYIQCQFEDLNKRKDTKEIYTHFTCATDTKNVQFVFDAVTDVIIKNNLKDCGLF
GAA inhib – qHTS Assay for Inhibitors of Human alpha-Glucosidase as a Potential Chaperone Treatment of Pompe Disease; purified human GAA, 4-MU-alpha-glucoside fluorescence; Lysosomal alpha-glucosidase (Homo sapiens), P10253; Potency, µM (highest dose often 76.9 µM), for inactives: at the top dose activity change, negative = inhibition, most hits filed as inhibitors; AID 1466, 2008; 200,000 tested, 0.005% active;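 further: plate controls were uninhibited enzyme wells for no effect and no-enzyme background for full effect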
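Enzyme (4 nM final) mixed with compound (up to 77 uM), then 4-MU-alpha-D-pyranoside (400 uM final) added; 20 min at room temperature, pH 5.0. Reaction stopped at pH 10, fluorescence read, AC50 derived by Hill fit.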
GAA glycogen – qHTS Assay for Inhibitors and Activators of Human alpha-Glucosidase Cleavage of Glycogen | Lysosomal alpha-glucosidase (Homo sapiens), P10253 | Potency, µM (highest dose often 76.4 µM), for the others: top-dose activity change, negative = inhibition, usual class: inhibitors | 300,000 tested, 0.38% active | recombinant GAA, glycogen substrate, Amplex Red glucose oxidase fluorescence;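 further: 0% = full enzyme reaction and -100% = no-enzyme basal signal; the screen sought inhibitors and activators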
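Recombinant human alpha-glucosidase (4 nM final) hydrolysed bovine liver glycogen (30 ug) for 40 min at 37 C in pH 5.0 citrate/phosphate with 0.01% Tween-20. Released glucose detected by glucose oxidase/Amplex Red, Ex 573/Em 610 nm. Compounds up to 77 uM; AC50 from Hill fits.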
GAA spleen mod – qHTS Assay for Inhibitors and Activators of Human alpha-Glucosidase From Spleen Homogenate | Lysosomal alpha-glucosidase (Homo sapiens), P10253 | human spleen homogenate, 4-MU-alpha-glucoside fluorescence | Potency, µM (highest dose often 79.9 µM), without a hit: top-dose activity change, negative = inhibition, most hits filed as inhibitors | 240,000 tested, 0.006% active | AID 2112, 2009;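 further: 0% = enzyme with vehicle and -100% = no enzyme basal signal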
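AC50 values come from Hill-equation fits of concentration-response data, normalized to no-enzyme and full-activity controls. Enzyme source: 1 ug human spleen homogenate; 1 mM fluorogenic 4-MU glucoside, pH 5.0 citrate buffer, 37 C, 40 min.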
L3MBTL1 block – qHTS Assay for the Inhibitors of L3MBTL1; Lethal(3)malignant brain tumor-like protein 1 (Homo sapiens), Q9Y468; AlphaScreen L3MBTL1–H3K9me1 peptide binding; Potency, µM (top dose mostly 57.1 µM), without a hit: at the highest dose activity, negative = inhibition, hits mostly inhibitors; 230,000 tested, 0.66% active; further: nearly all actives have a fitted effect of over 60% in size
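L3MBTL1 50 nM + b-AHA-H3(1-15)K9me1 75 nM, 30 min RT; compound added, 30 min RT; streptavidin donor/Ni-chelate acceptor beads 10 ug/mL each final, 30 min RT dark; AlphaScreen read.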
* hit, by the source's call; & = joins results of further samples; [ ] = dose if it differs, or a comment. Unless noted, the call rests on the fitted dose curve; in most records, active means well fitted curve in the direction sought with a large enough effect; inconclusive means small, poorly fitted or top-dose-only effect, or another doubt; inactive means no such curve, though single readings can be large; an effect the other way counts as inactive or inconclusive. Unless noted, on the % scale 0 is the no-effect control and ±100 the full control effect; potency means the concentration at half of the fitted maximal effect.

What do the screens show for `Cc1cc(C)cc(N(CC(=O)N2CCC(C)CC2)S(=O)(=O)c2ccccc2)c1`?
RECQ1 helicase: inactive; TexasRed fluor: 1%; TRb-SRC2 inh: -8%; GoLoco inh red: 5%; GAA inhib: 3%; GAA glycogen: 8%; GAA spleen mod: -4%

What do the screens show for `CN(C)S(=O)(=O)c1ccc(C(=O)NNC(=O)C2COc3ccccc3O2)cc1` (stereo unspecified)?
RECQ1 helicase: -5%; TexasRed fluor: -2%; TRb-SRC2 inh: -6%; GoLoco inh red: 0%; GAA inhib: -20%; GAA glycogen: -8%; L3MBTL1 block: inconclusive

What do the screens show for `O=C(c1ccccc1)c1ccc(OCC(O)CN2CCN(Cc3ccccc3)CC2)cc1` (stereo unspecified)?
RECQ1 helicase: -4%; TexasRed fluor: -4%; TRb-SRC2 inh: -2%; GoLoco inh red: -9%; GAA inhib: -3%; GAA glycogen: 4%; GAA spleen mod: 2%; L3MBTL1 block: -2%

What do the screens show for `Cc1onc(-c2ccccc2Cl)c1C(=O)NCc1ccccc1`?
RECQ1 helicase: -10%; TexasRed fluor: 0%; TRb-SRC2 inh: -9%; GoLoco inh red: -1%; GAA inhib: -2%; GAA glycogen: -6%; GAA spleen mod: -6%

What do the screens show for `CCOc1ccc(-n2c(SCC(=O)NCc3ccco3)nc3ccccc3c2=O)cc1`?
RECQ1 helicase: -8%; TexasRed fluor: -1%; TRb-SRC2 inh: 7%; GoLoco inh red: 14%; GAA inhib: -6%; GAA glycogen: 2%; L3MBTL1 block: -7%

How did CCOC(=O)N1CCN(C(=O)Nc2ccc3oc(C)nc3c2)CC1 do in these assays?
RECQ1 helicase: -14%; TexasRed fluor: 0%; TRb-SRC2 inh: -10%; GoLoco inh red: -6%; GAA inhib: 1%; GAA glycogen: -13%; GAA spleen mod: -8%; L3MBTL1 block: -4%

Results for Cc1cccc2cc(C(c3nnnn3Cc3ccccc3)N3CCN(C)CC3)c(=O)[nH]c12 (stereo unspecified) ?
RECQ1 helicase: -7%; TexasRed fluor: 1%; TRb-SRC2 inh: 7%; GAA inhib: 6%; GAA glycogen: 12%; GAA spleen mod: 2%; L3MBTL1 block: -1%

How did CCCCNC(=O)CSc1nc2ccc(N3CCOCC3)cc2c(=O)n1Cc1ccc(OC)cc1 do in these assays?
RECQ1 helicase: -4%; TexasRed fluor: -7%; TRb-SRC2 inh: -6%; GoLoco inh red: 0%; GAA inhib: 13%; GAA glycogen: -5%; GAA spleen mod: -6%

Results for C[N+](C)(C)CCNC(=O)c1c(O)c2c([nH]c1=O)CCCC2 ?
RECQ1 helicase: 8%; TexasRed fluor: 0%; TRb-SRC2 inh: 0%; GoLoco inh red: 1.1µM*; GAA inhib: 0%; GAA glycogen: 0%; GAA spleen mod: -3%; L3MBTL1 block: 0%

Results for C/C(CS(=O)(=O)c1ccc(Cl)c(Cl)c1)=N/NC(N)=S ?
RECQ1 helicase: 21%; TexasRed fluor: 0%; TRb-SRC2 inh: 5%; GoLoco inh red: 102%[activator]; GAA inhib: 7%; GAA glycogen: -1%; GAA spleen mod: -2%; L3MBTL1 block: -21%

Results for NNC(=O)c1sc2cc(C(F)(F)F)cnc2c1-c1ccccn1 ?
RECQ1 helicase: inactive; TexasRed fluor: 0%; TRb-SRC2 inh: -3%; GoLoco inh red: 8%; GAA glycogen: inconclusive; GAA spleen mod: -5%; L3MBTL1 block: -16%

What do the screens show for `CC(=O)Nc1c(NC(C)(C)C)c2ccccc2oc1=O`?
RECQ1 helicase: inactive; TexasRed fluor: 0%; TRb-SRC2 inh: -5%; GoLoco inh red: 4%; GAA inhib: 10%; GAA glycogen: 0%; GAA spleen mod: 2%; L3MBTL1 block: 16%

The final three records of the part before come first, to join the parts.
Results for C/C(CS(=O)(=O)c1ccc(Cl)c(Cl)c1)=N/NC(N)=S ?
RECQ1 helicase: 21%; TexasRed fluor: 0%; TRb-SRC2 inh: 5%; GoLoco inh red: 102%[activator]; GAA inhib: 7%; GAA glycogen: -1%; GAA spleen mod: -2%; L3MBTL1 block: -21%

Results for NNC(=O)c1sc2cc(C(F)(F)F)cnc2c1-c1ccccn1 ?
RECQ1 helicase: inactive; TexasRed fluor: 0%; TRb-SRC2 inh: -3%; GoLoco inh red: 8%; GAA glycogen: inconclusive; GAA spleen mod: -5%; L3MBTL1 block: -16%

What do the screens show for `CC(=O)Nc1c(NC(C)(C)C)c2ccccc2oc1=O`?
RECQ1 helicase: inactive; TexasRed fluor: 0%; TRb-SRC2 inh: -5%; GoLoco inh red: 4%; GAA inhib: 10%; GAA glycogen: 0%; GAA spleen mod: 2%; L3MBTL1 block: 16%

What do the screens show for `Cc1ccc(C)c(-c2csc(N/N=C/c3ccco3)n2)c1`?
RECQ1 helicase: -20%; TexasRed fluor: -4%; TRb-SRC2 inh: 0%; GoLoco inh red: 5%; GAA inhib: 1%; GAA glycogen: inconclusive; GAA spleen mod: 7%

Results for CCC(=O)Nc1ccc(OCc2nnc3c4ccccc4c(C)nn23)cc1 ?
RECQ1 helicase: inactive; TexasRed fluor: -1%; TRb-SRC2 inh: -1%; GoLoco inh red: 1%; GAA inhib: 9%; GAA glycogen: -1%; GAA spleen mod: 5%; L3MBTL1 block: 17%

How did COc1ccc(OC)c(N/C(=N\c2nc(C)cc(C)n2)NC(=O)c2ccco2)c1 do in these assays?
RECQ1 helicase: -8%; TexasRed fluor: 0%; TRb-SRC2 inh: -8%; GoLoco inh red: 5%; GAA inhib: -1%; GAA glycogen: 4%; GAA spleen mod: -2%

Results for CCN(CC)CCNS(=O)(=O)c1ccc(/C=C/C(=O)O)cc1 ?
RECQ1 helicase: -1%; TexasRed fluor: 1%; TRb-SRC2 inh: 3%; GoLoco inh red: 1%; GAA inhib: 6%; GAA glycogen: -14%; GAA spleen mod: 1%; L3MBTL1 block: -7%

How did CCOc1ccc(NC(=O)N2CCC(C(N)=O)(N3CCCCC3)CC2)cc1 do in these assays?
RECQ1 helicase: -7%; TexasRed fluor: -1%&1%; TRb-SRC2 inh: -1%&-8%; GoLoco inh red: -2%; GAA inhib: inconclusive; GAA glycogen: 19%[76.3 µM]; GAA spleen mod: -3%; L3MBTL1 block: 5%

How did NS(=O)(=O)c1ccc(S(=O)(=O)NCCc2ccccc2)cc1 do in these assays?
RECQ1 helicase: inactive; TexasRed fluor: 1%; TRb-SRC2 inh: -5%; GoLoco inh red: -2%; GAA inhib: -5%; GAA glycogen: 3%; GAA spleen mod: 6%; L3MBTL1 block: 6%

Results for CCCOc1ccc2oc(=O)c3c(c2c1)CCCN3C(=O)CN1CCCC(C(=O)OCC)C1 (stereo unspecified) ?
RECQ1 helicase: inactive; TexasRed fluor: -1%; TRb-SRC2 inh: -2%; GoLoco inh red: -5%; GAA inhib: 0%; GAA glycogen: -5%; GAA spleen mod: -6%; L3MBTL1 block: 2%

What do the screens show for `CCc1cc[n+](-c2nc3ccccc3nc2C(=C=[N-])C#N)cc1`?
RECQ1 helicase: -4%; TexasRed fluor: 0%; TRb-SRC2 inh: -4%; GoLoco inh red: 16%; GAA inhib: 0%; GAA glycogen: -6%; GAA spleen mod: -3%; L3MBTL1 block: -3%

What do the screens show for `CC(C)P(=O)(c1cccc(C(=O)O)c1)C(C)C`?
RECQ1 helicase: -1%; TexasRed fluor: -17%; TRb-SRC2 inh: 3%; GoLoco inh red: 4%; GAA inhib: -7%; GAA glycogen: -2%; GAA spleen mod: -14%; L3MBTL1 block: 9%

Results for COc1ccc2[nH]c(-c3ccccc3)c(CCNC(C)=O)c2c1 ?
RECQ1 helicase: -5%&-10%; TexasRed fluor: -5%&-4%; TRb-SRC2 inh: 1%&9%; GoLoco inh red: 1%&-1%; GAA spleen mod: -2%&10%

Results for CCOc1ccc(CN(C(=O)c2cc3ccccc3oc2=O)C2CC2)cc1 ?
RECQ1 helicase: -2%; TexasRed fluor: -9%; TRb-SRC2 inh: -2%; GoLoco inh red: 3%; GAA inhib: 0%; GAA glycogen: -4%; GAA spleen mod: -3%; L3MBTL1 block: 0%

Results for S=c1nc[nH]c2nc[nH]c12 ?
RECQ1 helicase: inactive; TexasRed fluor: -2%; TRb-SRC2 inh: 8%; GoLoco inh red: -16%; GAA glycogen: -16%[76.3 µM]; GAA spleen mod: -1%; L3MBTL1 block: 9%

Results for COc1ccccc1/C=C1\SC(=S)N(CCC(=O)NCCCN2CCOCC2)C1=O ?
RECQ1 helicase: inactive; TexasRed fluor: -3%; TRb-SRC2 inh: 6%; GoLoco inh red: 20%; GAA inhib: 13%; GAA glycogen: 21%; GAA spleen mod: -5%; L3MBTL1 block: -18%

What do the screens show for `COc1ccc(OC)c(CNC(=O)C2CCN(C(=O)N(C)C)CC2)c1`?
RECQ1 helicase: -7%; TexasRed fluor: -2%; TRb-SRC2 inh: -8%; GoLoco inh red: 10%; GAA inhib: 10%; GAA glycogen: 3%; GAA spleen mod: -6%; L3MBTL1 block: 7%

What do the screens show for `Cc1ccc(NC(=S)NC(NC(=O)Cc2cccc3ccccc23)C(Cl)(Cl)Cl)cc1` (stereo unspecified)?
RECQ1 helicase: 0%; TexasRed fluor: 0%; TRb-SRC2 inh: 4%; GoLoco inh red: 54%[activator]; GAA inhib: -3%; GAA glycogen: 9%; GAA spleen mod: 3%

This is a subset (hit frequency here may not be typical).
